Source: PubChem BioAssay
GCN5L2 inh – inhibitors of human GCN5L2 histone acetyltransferase; GCN5L2 HAT assay, ThioGlo1 CoA-SH fluorescence; 0.21% of 390,000 active; Q92830; Potency, µM (highest dose often 58.9 µM), without a hit: at the highest dose activity change, negative = inhibition, actives largely listed as inhibitors
Target sequence (Q92830 whole entry, looked up): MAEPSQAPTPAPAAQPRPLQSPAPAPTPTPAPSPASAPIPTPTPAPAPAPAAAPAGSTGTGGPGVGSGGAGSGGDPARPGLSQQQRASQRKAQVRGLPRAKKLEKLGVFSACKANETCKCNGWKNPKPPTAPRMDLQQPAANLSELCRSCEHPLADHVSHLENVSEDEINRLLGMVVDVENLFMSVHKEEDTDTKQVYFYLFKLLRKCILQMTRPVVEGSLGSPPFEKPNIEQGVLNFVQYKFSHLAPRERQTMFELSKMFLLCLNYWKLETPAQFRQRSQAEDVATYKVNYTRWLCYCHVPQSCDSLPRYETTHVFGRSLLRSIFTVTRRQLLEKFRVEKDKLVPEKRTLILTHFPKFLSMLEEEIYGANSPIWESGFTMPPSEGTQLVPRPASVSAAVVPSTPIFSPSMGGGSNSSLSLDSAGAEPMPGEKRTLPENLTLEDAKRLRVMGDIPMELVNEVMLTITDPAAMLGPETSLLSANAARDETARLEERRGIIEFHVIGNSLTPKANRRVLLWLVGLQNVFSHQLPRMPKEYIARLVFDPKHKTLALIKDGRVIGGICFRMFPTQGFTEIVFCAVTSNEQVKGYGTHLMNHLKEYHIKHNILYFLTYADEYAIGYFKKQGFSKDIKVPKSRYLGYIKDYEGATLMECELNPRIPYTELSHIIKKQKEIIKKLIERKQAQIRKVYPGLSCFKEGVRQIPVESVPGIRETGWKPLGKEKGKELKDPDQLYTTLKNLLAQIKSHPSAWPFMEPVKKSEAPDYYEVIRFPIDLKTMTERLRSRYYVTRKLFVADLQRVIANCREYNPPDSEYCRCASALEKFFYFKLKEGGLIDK
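GCN5L2 (20nM final) in 50mM HEPES, 0.1mM EDTA pH 7.5, 0.01% Tween-20 was preincubated 15 min at room temperature with compound, then given ThioGlo1 (50uM), H3(1-25) peptide (75uM) and acetyl-CoA (70uM); CoA-thiol fluorescence (Ex340/Em540) was read at 0 and 20 min.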
TDP1 cell noCPT – qHTS for Inhibitors of human tyrosyl-DNA phosphodiesterase 1 (TDP1): qHTS in cells in absence of CPT | Potency, µM (doses to about 46.2 µM), inactives show at the highest dose activity change, negative = growth inhibition, actives largely listed as inhibitors | AID 686978, 2013 | 15% of 420,000 active | DT40 Tdp1-/- hTDP1 cells, no CPT, ATP luminescence, 48 h; also: nearly all actives have a fitted effect of over 55% in size
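Camptothecin absent (DMSO only). Human TDP1-complemented DT40 knockout cells, 400 cells/well, 37 °C for minimum 48 hr; ATP measured via CellTiter-Glo, 30 min dark incubation, luminescence.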
TDP1 cell CPT – DT40-hTDP1 cell growth loss with CPT. chicken DT40 Tdp1-/-;hTDP1 cells + 20 nM CPT, ATP luminescence, 48 h. Potency, µM (top dose mostly 46.2 µM), without a hit: at the top dose activity change, negative = growth inhibition, hits mostly inhibitors. 12% of 420,000 active. AID 686979; also: nearly all actives have a fitted effect of over 55% in size
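Chicken DT40 Tdp1-/- cells stably complemented with human TDP1 were seeded at 400 cells/well in medium containing 20 nM camptothecin, exposed to pin-transferred compounds, and grown at 37 °C for at least 48 hr. Viability was read as ATP luminescence.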
* = called active by the depositor; ? = inconclusive; . = no result given; & = joins results of further samples. Calls follow the shape of the dose curve; as a rule, active = well fitted curve in the direction sought with a large enough effect; inconclusive = small, poorly fitted or top-dose-only effect, or another doubt; inactive = no such curve, though single readings can be large; an effect the other way counts as inactive or inconclusive. % is scaled to controls: 0 for no effect and ±100 for the full control effect; potency is read from the fitted curve at half-maximal effect.

SMILES | GCN5L2 inh | TDP1 cell noCPT | TDP1 cell CPT
COc1ccc(C(=S)N2CCCC2)cc1Br | -14.3% | -1.2% | 13.3%
COc1ccccc1N1CC(C(=O)NCCN2C(=O)S/C(=C\c3cccnc3)C2=O)CC1=O (centres undefined) | -2.5% | -19.7% | 4.4%
NS(=O)(=O)c1ccc(NC(=O)CSc2nnc3c(n2)[nH]c2ccccc23)cc1 | . | -0.1% | -21.2%
COc1ccc(CCNC(=O)C2CCN(C(=O)c3cccs3)CC2)cc1 | -2.8% | -21.1% | -5.4%
O=C(NCCS(=O)(=O)NCc1ccc(F)cc1)c1ccccc1 | -4.3% | -11.1% | -16.7%
CC1(C)CC(=O)C(C(c2ccc(F)cc2)C2C(=O)CC(C)(C)CC2=O)C(=O)C1 | -5.5% | 3.9% | -0.5%
CCCCN(CC)c1nc(N)c2c(N)nc(OCC)cc2c1C#N | -12.9% | ? | ?
S=C(NCc1ccco1)Nc1ccc(N2CCOCC2)cc1 | 3.1% | -23.0% | -22.6%
Cc1c(CC(=O)NCCc2ccccc2)c(=O)oc2c(C)c3occ(C(C)(C)C)c3cc12 | -9.7% | 18.4µM* | 16.4µM*
c1cc2cn[nH]c2cc1NC1CCCCCC1 | -3.1% | 4.6% | -16.5%
O=C(O)CC1(CC(=O)Nc2cc(F)ccc2Cl)CCCCC1 | -3.7% | -5.2% | -12.4%
CCn1c(/C=C/c2ccccc2F)nc2ccccc2c1=O | -15.7% | ? | ?
CC(=O)c1ccc(C(=O)N2CCCC(CO)(Cc3ccccc3C)C2)s1 (centres undefined) | ? | -23.6% | ?
CCCCNC(=O)O[C@H]1C[C@@H]2CCN3C(=O)CCC[C@H]([C@H]1Cc1ccccc1)[C@H]23 | 0.1% | ? | -0.1%&-23.2%
COc1ccc(CCNC(=O)C(=O)NCC(c2ccco2)S(=O)(=O)c2ccccc2)cc1OC (centres undefined) | -2.6% | ? | -27.8%
c1ccc(Cc2nnc(N3CCOCC3)c3ccccc23)cc1 | -3.9% | 0.8% | 0.7%
CCc1ccc(-n2c(=O)c3cccnc3n2CC(=O)Nc2cc(OC)ccc2OC)cc1 | ? | ? | ?
CC(=O)Nc1nnc(SCC(=O)Nc2ccc3c(c2)OCCO3)s1 | -18.0% | -16.5% | -15.4%
COc1ccc(OCCN2CCC(C(=O)NC(C)c3cccc4ccccc34)CC2)cc1 (centres undefined) | . | ? | ?
CCOC(=O)CC(NC(=O)CCc1c(C)nc2c(c(C)nn2-c2ccc(C)c(C)c2)c1C)c1ccc(C)cc1 (centres undefined) | -3.6% | ? | -1.4%
COc1ccc(S(=O)(=O)N(C)C(C)CCc2ccco2)cc1 (centres undefined) | -5.3% | ? | ?
CC1CN(S(=O)(=O)c2ccccc2)CC(C)O1 (centres undefined) | -4.4% | -11.6% | -15.4%
CCC(=O)Nc1ccc(Cl)c(NC(=S)NC(=O)COc2ccccc2)c1 | -0.3% | 19.3% | -25.1%
Cc1cccc(N2CCN(C(=O)C3CCC(=O)N(C4CC4)C3)CC2)c1C (centres undefined) | -2.2% | ? | 16.4µM*
Cc1ccc(C)c(-n2c(Cc3cc(=O)[nH]c(=O)[nH]3)nnc2SCC(=O)NCc2ccco2)c1 | . | -13.1% | 2.4%
CCOc1ccc(N=C(/C(C(=O)C(=O)N2CCOCC2)=C(/O)c2ccccc2)c2ccccc2)cc1 | -8.8% | -6.6% | -6.4%
O=C(NCCN1CCOCC1)C1CCC(=O)N1Cc1ccccc1Cl (centres undefined) | -23.0% | -1.1% | 12.0%
Cc1ccc(S(=O)(=O)N2CCOCC2)cc1C(=O)NCCN1C(=O)S/C(=C\c2ccccc2Cl)C1=O | -9.4% | ? | ?
CC(C)N(C(=O)COC(=O)c1cccc(C(=O)OCC(=O)N(C(C)C)C(C)C)n1)C(C)C | -13.1% | -2.6% | 12.8%
CCCc1noc2c1/C(=N\O)CC(CC(C)SCC)C2 (centres undefined) | -2.3% | -28.5% | ?
COc1ccc(OC)c(NC(=O)c2[nH]c(C)c(C(C)=O)c2C)c1 | -3.9% | ? | -25.5%
CC(NC(=O)CN(C)CC(=O)Nc1ccc(Cl)cc1)c1ccc(F)cc1 (centres undefined) | -10.3% | 18.4µM* | ?
CCOC(=O)c1c(C)oc2nc(C)nc(NCC3CCN(Cc4cc(C)ccc4C)CC3)c12 | -9.1% | -19.9% | -9.2%
COc1ccc(S(=O)(=O)N2CCN(C(=O)c3ccco3)CC2)cc1C(C)(C)C | -6.2% | ? | ?
Cc1ccc(NC(=O)COC(=O)C(NS(=O)(=O)c2ccc(Cl)cc2)C(C)O)cc1C (centres undefined) | -3.8% | ? | 25.9µM*
Cc1cc(C)c(OCC(=O)Nc2cccc(NC(=O)c3ccco3)c2)c(Br)c1 | -12.0% | 13µM* | 23.1µM*
CC(=O)c1cccc(-c2ccnc3c2CC(C(=O)Nc2ccc(Cl)cc2)O3)c1 (centres undefined) | . | 20.6µM* | ?
O=C(Cc1c(F)cccc1Cl)NCCN1CCOCC1 | -16.4% | -0.5% | -2.8%
COc1cc(NS(=O)(=O)c2ccc(NC(C)=O)cc2)ncn1 | 1.4% | ? | -20.1%
O=C(O)c1cccn2c(=O)c3ccccc3nc12 | 0.0% | -25.2% | 1.2%
CCN(CC)C(=O)Cn1cc(S(=O)(=O)CC(=O)NC2CCCCC2)c2ccccc21 | -4.8% | -22.8% | -3.0%
C#CC[N+](C)(C)CC#Cc1ccc(C)cc1 | 2.0% | -5.9% | -13.0%
Cc1ccc(OCC(=O)NCC2(N(C)C)CCCCC2)cc1C | -9.2% | -5.5% | -5.0%
Cc1ccc(S(=O)(=O)NCCCC(=O)O)cc1 | -1.4% | -0.7% | 9.1%
Cc1ccccc1CSc1nnc(-c2ccco2)n1Cc1ccco1 | -21.6% | ? | ?
C[C@H]1CN([C@@H](C)CO)C(=O)c2cc(C#CCC3CCCC3)cnc2O[C@@H]1CN(C)C(=O)CC1CC1 | . | ? | ?
Cc1ccc(/C=C(\C#N)C(=O)NC(C)c2ccccc2)o1 (centres undefined) | -12.9% | -3.3% | 0.4%
Cn1cnc([N+](=O)[O-])c1Cl | 0.0% | ? | ?
CC1(C)Nc2ccccc2C(=O)N1c1ccc(Br)cc1 | . | ? | -11.5%
O=C(C1=NN(c2ccccc2)C2C(=O)N(c3cccc(Cl)c3)C(=O)C12)c1ccccc1 (centres undefined) | 25.1µM* | -4.0% | 23.9%
CC1CCCCC1NC(=O)COC(=O)Cc1ccc(Cl)cc1 (centres undefined) | 0.8% | 13.6% | -2.0%
COc1cccc(-c2c(C(=O)N/N=C/c3ccncc3)nnn2-c2nonc2N)c1 | -5.9% | 3.0% | -9.0%
CCCCn1nc(C(=O)Nc2cc(C(F)(F)F)ccc2N2CCOCC2)ccc1=O | -8.1% | 3.66µM* | 23.1µM*
COc1cc(SC)ccc1C(=O)N1CCN(Cc2ccccc2)CC1 | -23.8% | ? | -17.5%
Cc1cc(C)c(S(=O)(=O)c2ccc(Cl)cc2C)c(Cl)n1 | -11.1% | -27.3% | -4.1%
S=c1[nH]nc(COc2cccc(Cl)c2)n1Cc1ccccc1 | 0.0% | -20.9% | -0.7%
O=C(COC(=O)c1ccc[nH]c1=O)Nc1ccc(N2CCCCC2)cc1 | 1.7% | -15.0% | 1.2%
COc1ccc2c(c1OC)C(=O)OC2CC(=O)O (centres undefined) | -0.8% | 0.3% | -2.9%
Cc1ccccc1-c1nnc(SCC(=O)Nc2ccc(Cl)cc2)n1N | -1.7% | -10.7% | ?
Cc1ccccc1C(=O)/C(C#N)=N/Nc1c(C)n(C)n(-c2ccccc2)c1=O | -4.7% | 3.66µM* | 4.61µM*

Additional results
SMILES | GCN5L2 inh | TDP1 cell noCPT | TDP1 cell CPT
CCOC(=O)c1sc(NC(=O)CSc2n[nH]c(-c3ccncc3)n2)c(C#N)c1C | -6.2% | ? | ?
CC(=O)c1ccc(-c2ccc(C(=O)Nc3nc(-c4ccccn4)cs3)o2)cc1 | -10.2% | 3.66µM* | 2.91µM*
COc1cc(NC2c3ccccc3C(=O)N2Cc2ccccc2Cl)cc(OC)c1 (centres undefined) | -3.4% | ? | ?
O=C(NCc1ccccc1)C(c1ccccc1F)n1c(=O)c(-c2cc3ccccc3[nH]2)nc2ccccc21 (centres undefined) | . | ? | ?
c1ccc(CNc2nc(-c3ccc4c(c3)OCO4)nc3ccccc23)cc1 | ? | ? | -2.9%
COc1ccccc1N(CC(=O)N/N=C(\C)c1cccc(Br)c1)S(C)(=O)=O | -2.7% | -0.1% | -7.8%
COc1ccc(C(=O)N/C=C/n2cnc3cc(C(F)(F)F)ccc32)cc1 | 3.2% | -4.9% | -5.0%
COc1ccc(Nc2nnc(C)c3ccccc23)cc1 | -1.5% | ? | 2.9%
CCC(CO)Nc1ccn2nc(-c3cccs3)cc2n1 (centres undefined) | . | -25.6% | -21.4%
COCCNC(=O)CCc1c(C)n(C)c2cc(-c3cc(OC)c(OC)c(OC)c3)nn2c1=O | -1.5% | 0.6% | -5.9%
Cc1ccc(C)c(CN2CCC(CNC(=O)Nc3ccc(C)c(F)c3)CC2)c1 | -4.8% | ? | ?
Cc1ccc(NS(=O)(=O)c2ccc(-c3coc(C)n3)cc2)c(Br)c1 | -6.2% | -11.1% | -13.5%
O=c1c(-c2ccc(Cl)cc2)nc2cnc(Nc3ccccc3)nc2n1C[C@H]1CCCO1 | -4.0% | -4.0% | -14.1%
[O]=[Bi][O][Bi]=[O] | -11.9% | 1.3% | 0.0%
Cc1cc(NC(=O)CN2C(=O)NC3(CCCCC3)C2=O)ccc1N1CCCC1 | -2.0% | ? | -22.3%
COc1cccc(C(=O)N2CCSC2=S)c1 | -11.0% | -18.2% | -13.0%
C(CNC1C2CC3CC(C2)CC1C3)CN1CCOCC1 (centres undefined) | -1.8% | -4.9% | 0.5%
Cc1ccc(C)c(NC(=S)N2CCC(NC(=O)c3cccc(F)c3)CC2)c1 | -3.3% | -5.4% | 10.2%
CC(C)CC(=O)Nc1ccc(S(=O)(=O)Nc2nccs2)cc1 | 0.3% | 11.8% | -1.1%
O=C(O)C1CC(C(=O)O)SS1 (centres undefined) | . | -31.1% | -4.8%
Nc1nc2ccccc2n1C(=O)CCc1ccccc1 | 4.9% | 18.4µM* | ?
Cc1c(C(=O)N2CCOCC2)oc2ccc(S(=O)(=O)N3CCCCCC3)cc12 | . | ? | -13.0%
O=C(CNCc1ccc(Cl)cc1)N1CCc2ccccc2C1 | 22.8% | -5.8% | -16.1%
COc1ccc(Br)cc1/C=N/NS(=O)(=O)c1ccccc1 | . | 7.31µM* | 18.4µM*
CCOC(=O)C1CCCN(c2c(N3CCN(C)CC3)c(=O)c2=O)C1 (centres undefined) | -3.4% | -10.6% | 1.4%
COc1ccc(CCNC(=O)CSc2nc3[nH]ncc3c(=O)n2-c2cccc(C(F)(F)F)c2)cc1OC | 0.1% | -5.4% | 4.4%
Cc1ccc(NC(=O)/C(=C\C=C\c2ccccc2)NC(=O)c2ccccc2)cc1 | -10.8% | -23.4% | 4.4%
CCCC(=O)c1ccc(N2CCCCCC2)c(F)c1 | 0.8% | 23.1µM* | ?
COc1ccc2cc3cc(C(=O)N4CCCC(C)C4)oc3nc2c1 (centres undefined) | -5.5% | -1.7% | ?
C1CCc2nc3c(nc2C1)CCCC3 | -5.6% | -2.0% | -14.1%
CCCCn1c(CN(Cc2ccccc2)Cc2ccccc2)nc2c1c(=O)n(C)c(=O)n2C | . | 18.4µM* | 13µM*
CCOc1cc(NC(=S)NCC2CCCO2)c(OCC)cc1NC(=O)c1ccc(F)cc1 (centres undefined) | 3.0% | ? | -3.4%
C=CCc1cc(Cl)ccc1OCCOCCNC(C)CC (centres undefined) | 1.6% | ? | ?

This is a subset. The share of hits here may be higher or lower than overall.
